High-throughput results from PubChem BioAssay.
inhibitors of VEEV: inhibitors of VEEV TC-83 cytopathic effect, confirmation, Vero cells (AID 588727). Vero cells, VEEV TC-83 cytopathic effect inhibition; higher % means a stronger effect. one-dose inhibition, % at 20 µM; IC50 in µM for titrated hits. hit rate 0.13% among 350,000; in the data active means a potency from the dose series; inconclusive means inhibition mostly from about 14% at the one dose, without a potency; inactive means the rest, 99 in 100 with inhibition below about 12%; further: strong numbers were not always called active
H37Rv inhibition: M. tuberculosis growth inhibition, HTS (AID 449762) | M. tuberculosis H37Rv growth inhibition, 7H9 media; higher % means a stronger effect | one-dose inhibition, % at 25 µM; IC50 in µM for titrated hits | hit rate 0.59% among 330,000; in the data active means a potency from the dose series; inconclusive means inhibition above about 70% without an active follow-up result;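 further: bacterial growth assessed after seven days of incubation; strong numbers were not always called active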
PhoP GFP inhibition: PhoP regulon inhibitors, Salmonella typhi PhoP promoter GFP reporter, confirmatory (AID 1850). Salmonella Typhi PhoP-promoter GFP reporter, fluorescence, 4 h; higher % means a stronger effect. one-dose inhibition, % at 50 µM; IC50 in µM for titrated hits. hit rate 0.33% among 310,000; in the data active means a potency from the dose series; inconclusive means inhibition mostly from about 25% at the one dose, without a potency; inactive means the rest, 99 in 100 with inhibition below about 19%;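 further: 0% = induced wells with vehicle and 100% = uninduced wells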
H1N1 NS1A inhibition: H1N1 influenza NS1A inhibitors, functional cell based assay (AID 504329). hit rate 0.3% among 340,000. one-dose inhibition, % at 12.5 µM; IC50 in µM for titrated hits. NS1A functional cell-based assay, percent inhibition; higher % means a stronger effect; in the data active means a potency from the dose series; inconclusive means inhibition above about 27% without an active follow-up result; further: strong numbers were not always called active
M. tuberculosis: growth inhibition of non-replicating M. tuberculosis (AID 488890) | inhibition, % at 25 µM; hits with a dose series show IC50 in µM | hit rate 0.39% among 320,000 | Mycobacterium tuberculosis non-replicating, growth inhibition; higher % means a stronger effect; in the data active means a potency from the dose series; inconclusive means inhibition mostly from about 82% at the one dose, without a potency; inactive means the rest, 99 in 100 with inhibition below about 76%;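 further: plate controls were DMSO cells for no effect and high antibiotic wells for full effect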
inhibitors of VEEV 10K pilot screen: also measured in inhibitors of VEEV; calls as there; inhibition, %; measured here: 10K pilot screen inhibition
* hit, by the source's call; i = inactive; ? = inconclusive; · = not tested or not shown; & = joins results of further samples.

SMILES | inhibitors of VEEV | H37Rv inhibition | PhoP GFP inhibition | H1N1 NS1A inhibition | M. tuberculosis | others
CCCc1nnc(NC(=O)CCC(=O)Nc2ccc(Cl)cc2)s1 | 1.2% | 3% | -10% | 1% | -1%
CCC(=O)Nc1ccc(OCc2nc3ccccc3s2)cc1 | 1.5% | 2% | -6% | -5% | 24%
COc1ccc(C(=O)NCc2nc3ccccc3[nH]2)cc1OC | 0.3% | -10% | -4% | 22% | -16% | inhibitors of VEEV 10K pilot screen=1.9
O=C1/C(=C\c2cc(Cl)c(O)c(Cl)c2)SC(=S)N1Cc1ccccc1 | 0.7% | -1% | -28% | 1% | 65%
O=C(NCc1ccccc1C(F)(F)F)C1CC(O)CN1C(=O)Nc1ccccc1 (stereo not drawn) | 0.1% | -6% | -2% | -4% | 2%
COc1cc(C(=O)Nc2nc(C)cc(C)n2)cc(OC)c1OC | 1.1% | -1% | 8% | -15% | -8%
COc1cccc(C(=O)Nc2ccc(S(=O)(=O)Nc3nccc(C)n3)cc2)c1 | 0.7% | 9% | -3% | 5% | 27%
O=C(NCCC1=CCCCC1)c1cc(S(=O)(=O)N2CCCCC2)ccc1Cl | 0.1% | 1% | 10% | -1% | 16%
CCCCc1ccc(NC(=O)OC)cc1 | i | 63% | -8% | -12% | 34%
CCCCn1c(N)c(N(CC(C)C)C(=O)CN2C(=O)NC3(CC(C)CC(C)(C)C3)C2=O)c(=O)[nH]c1=O (stereo not drawn) | 3.1% | -7% | 4% | -3% | 31%
O=C(CCCN1C(=O)/C(=C\c2ccccc2)SC1=S)Nc1ccc(O)cc1 | 13% | ? | -1% | · | 49%
COc1cccc(C(=O)NC(C)CCc2ccccc2)c1 (stereo not drawn) | 0.1% | 0% | 5% | -2% | 69%
CCOc1ccc(C(N)=O)cc1OC | i | -11% | 4% | -4% | -12%
c1cncc(-c2nc3ccccn3c2Nc2ccc3c(c2)OCCO3)c1 | 8.1% | -10% | 8% | -4% | 18%
COc1ccc(N(Cc2ccccc2)C(=O)c2ccccc2[N+](=O)[O-])cc1 | 1.4% | · | -4% | 5% | ·

Taken from the listing, 2 compounds:
SMILES | inhibitors of VEEV | H37Rv inhibition | PhoP GFP inhibition | H1N1 NS1A inhibition | M. tuberculosis | others
O=C(NCc1ccccc1C(F)(F)F)C1CC(O)CN1C(=O)Nc1ccccc1 (stereo not drawn) | 0.1% | -6% | -2% | -4% | 2%
COc1cc(C(=O)Nc2nc(C)cc(C)n2)cc(OC)c1OC | 1.1% | -1% | 8% | -15% | -8%

In the list so far, these have a halogen.
SMILES | inhibitors of VEEV | H37Rv inhibition | PhoP GFP inhibition | H1N1 NS1A inhibition | M. tuberculosis | others
CCCc1nnc(NC(=O)CCC(=O)Nc2ccc(Cl)cc2)s1 | 1.2% | 3% | -10% | 1% | -1%
O=C1/C(=C\c2cc(Cl)c(O)c(Cl)c2)SC(=S)N1Cc1ccccc1 | 0.7% | -1% | -28% | 1% | 65%
O=C(NCc1ccccc1C(F)(F)F)C1CC(O)CN1C(=O)Nc1ccccc1 (stereo not drawn) | 0.1% | -6% | -2% | -4% | 2%
O=C(NCCC1=CCCCC1)c1cc(S(=O)(=O)N2CCCCC2)ccc1Cl | 0.1% | 1% | 10% | -1% | 16%

Next part.
SMILES | inhibitors of VEEV | H37Rv inhibition | PhoP GFP inhibition | H1N1 NS1A inhibition | M. tuberculosis | others
COC(=O)C1=CN(c2ccc(F)cc2)C=C(C(=O)OC)C1c1ccc([N+](=O)[O-])cc1 | 6.0% | 11% | -6% | 3% | 31%
CN1C(=O)c2ccc(C(=O)NCc3ccco3)cc2C1=O | 0.4% | 0% | -4% | -5% | -5%
O=C(/C=C/c1ccccc1)Oc1cccc(C(=S)N2CCOCC2)c1 | 0.7% | -3% | 10% | -12% | 20%
O=C(O)CCCNC(=O)C(c1ccccc1)c1ccccc1 | 0.4% | -10%&-6% | -2%&-4% | -2%&14% | 7%&-12%
O=C(NCc1nnc(SCc2ccc(F)cc2)n1-c1ccc(F)cc1)C12CC3CC(CC(C3)C1)C2 | 6.5% | 67% | 6% | 9% | 61%
COc1ccc(S(=O)(=O)N2CCN(C(=S)Nc3ccc(S(N)(=O)=O)cc3)CC2)cc1 | 2.4% | -1% | 0% | -6% | 20%
N#CCSc1nc2scc(-c3cccs3)c2c(=O)n1CCc1ccccc1 | 5.6% | -2% | -2% | 0% | -7%
COc1cc2c(cc1NC(=O)CSc1cccc[n+]1[O-])oc1ccccc12 | 5.4% | 1% | -6% | 23% | 31%
CN(C)S(=O)(=O)N(CC(=O)Nc1ccc(S(=O)(=O)N2CCCC2)cc1)c1ccccc1 | 5.8% | -3% | -3% | -1% | -1%
Cc1ccc(CNC(=O)CCn2nc(-c3ccc(Cl)cc3)ccc2=O)cc1 | i | -8% | 0% | 9% | 15%
Cc1cn2c(-c3ccncc3)nnc2s1 | 4.7% | -11% | -10% | 2% | · | inhibitors of VEEV 10K pilot screen=0.2
COC(=O)CCCC1=CC2=CC(=O)C(C)(OC(=O)c3cccs3)C(=O)C2=CN1CCc1c[nH]c2ccccc12 (stereo not drawn) | 2.4% | 0% | 2% | 18% | 35%
CCn1cc(C(=O)NCCCOC(C)C)c(=O)c2cc(S(=O)(=O)N3CCC(C)CC3)ccc21 | 3.5% | 3% | -6% | 1% | 15%
Cc1cc(C(=O)OCC(=O)Nc2ccccc2[N+](=O)[O-])c2ccccc2n1 | 0.1% | -8% | -8% | -1% | -1%
Cc1coc2c1C(=O)C(=O)c1c-2ccc2c(C)cccc12 | 11% | ? | -12% | -10% | ?
CCN(CC)S(=O)(=O)c1ccc(N2CCOCC2)c(NC(=O)c2c3c(nc4ccccc24)CCC3)c1 | 0.4% | 9% | -14% | 13% | 22%
CN(c1nc2ccccc2[nH]c1=O)C1CCCCC1 | 0.3% | 0% | 5% | 1% | 0%
CCOc1ccc(/C=C(/NC(=O)c2ccccc2)C(=O)NCCC(=O)O)cc1 | 2.5% | -3% | 0% | 0% | -3%
CS(=O)(=O)Nc1ccc(S(=O)(=O)N2CCOCC2)cc1 | 0.3% | -6% | 1% | 1% | -7%
C=C1CCN([C@@H](Cc2ccccc2)C(=O)N2CCOCC2)S(=O)(=O)c2ccccc21 | 0.3% | -2% | -9% | -25% | 5%
COc1ccc(C(CNC(=O)c2ccc3c(c2)OCCO3)N(C)C)cc1 (stereo not drawn) | 4.6% | 1% | -5% | 9% | 1%
COc1cc(/C=C/C(=O)OCC(=O)N2CCCc3ccccc32)ccc1OC(F)F | 12% | 18% | 1% | -3% | 5%
Cc1cccc(-n2ncc3c2CCCC3NC(=O)CCc2cccnc2)c1C (stereo not drawn) | 0.6% | 0% | -7% | 1% | -5%
Cc1ccc(NC(=O)Cn2ncn3c(cc4ccccc43)c2=O)cc1F | 2.2% | -7% | 4% | 2% | -5%
Cc1cc(-c2ccc(S(=O)(=O)N3CCN(c4cccc(C)c4C)CC3)s2)on1 | i | 5% | -17% | 8% | -1%
CCOC(=O)c1[nH]c2ccccc2c1NC(=S)Nc1cccc(C)c1C | 7.7% | 0% | -3% | 29% | ·
Cc1ccc2cc(COC(=O)c3cccc([N+](=O)[O-])c3)c(=O)[nH]c2c1 | 2.5% | 15% | 16% | -11% | 44%
CCOC(=O)c1cc(-c2ccccc2)n(CCC(=O)NC(C)CC)c1C (stereo not drawn) | 2.7% | 1% | -14% | 1% | 9%
COc1ccc(-n2c(-c3ccc(Br)cc3)c[n+]3c2SC(C)C3)cc1 (stereo not drawn) | i | 7% | 17% | 2% | 12%
O=C(NNC(=S)NCC1CCCO1)c1ccc(S(=O)(=O)N2CCOCC2)cc1 (stereo not drawn) | 0.1% | -9% | 16% | -4% | 0%
CC(Cc1ccccc1Sc1ccc(O)cc1)N(C)C (stereo not drawn) | 0.4% | -7% | 3% | 2% | -10%
O=C(C1CCCN(Cc2ccc(Cl)cc2)C1)N1CCCCC1 (stereo not drawn) | i | -9% | -1% | -7% | 54%
Nc1nonc1C(=O)N/N=C/c1cccc([N+](=O)[O-])c1 | 0.7% | -7% | -2% | -8% | 6%
COC(=O)C(C)Oc1ccc(=O)[nH]n1 (stereo not drawn) | 0.2% | -11% | -20% | -10% | 13%
CCn1nc(CC(C)C)cc1C(=O)N1CCCC(Nc2ccc(OC)cc2)C1 (stereo not drawn) | 1.4% | 2% | 5% | 4% | 17%
COc1ccc(S(=O)(=O)N(C)c2ccc(C(=O)Nc3ccccc3C(=O)N3CCOCC3)cc2)cc1OC | 5.9% | -3% | -12% | -11% | -8%
Cc1cc(C)n(-c2ccc(C(=O)OCc3ccccc3)cc2)n1 | 1.3% | ? | 1% | -8% | ?
Cc1ccc(S(=O)(=O)N(CC(=O)N2CCOCC2)c2ccc(C(C)C)cc2)cc1 | 0.7% | 0% | -3% | -15% | -4%
COc1cc(CNc2ncn[nH]2)ccc1OCc1ccccc1C | 0.1% | -4% | 3% | -2% | 7%
CCCOc1ccc(C2(C(=O)O)CCCC2)cc1 | i | -5% | 10% | -23% | -2%
O=C(CSc1cccc2cccnc12)N/N=C/c1cccc(O)c1 | 2.6% | -2% | 3% | 6% | -4%
N#CCC(=O)Nc1ccc(C(=O)OC(C(=O)Nc2cc(C(F)(F)F)ccc2Cl)c2ccccc2)cc1 (stereo not drawn) | 2.0% | -5% | -10% | 3% | 1%
CN1C(=O)C2(C(C#N)=C(N)N(c3cc(Cl)cc(Cl)c3)C3=C2C(=O)CC(C)(C)C3)c2ccccc21 (stereo not drawn) | i | 4% | -2% | 1% | 10%
O=C(NC(=S)Nc1ccc(F)cc1)C1CCCCC1 | i | -23% | -6% | -10% | 0.71µM*
CCOC(=O)C1CCN(C(=O)CN2C(=O)c3ccccc3S2(=O)=O)CC1 | i | -1% | 14% | 9% | -13%
CN(C(=O)c1ccc(NC(=O)Cc2ccc(NC(=O)C3CCN(C(=O)c4ccccc4)CC3)cc2)cc1)C1CCCC1 | 0.2% | · | · | 12% | ·
Cc1c(NC(=O)c2cccc(NC(=O)COc3ccccc3)c2)c(=O)n(-c2ccccc2)n1C | 2.5% | 4% | · | -1% | -33%
CCOC(=O)C1CCN(Cc2ccc(O)c(OC)c2)CC1 | 5.5% | -13% | 7% | 1% | 3%
Cc1ccc(C(C(=O)NCC2CCCO2)N(C(=O)c2snc(C(N)=O)c2N)c2ccccc2F)o1 (stereo not drawn) | 8.5% | 1% | 1% | -7% | 42%
C=CCn1c(SCc2c(C(=O)OC)sc(N)c2C(=O)OC)nnc1-c1ccc(Cl)cc1 | 7.5% | 40% | -11% | 5% | 72%
CCCOc1ccc(C(=O)NNC(=O)CCNC(=O)c2ccccc2Cl)cc1OC | 12% | -6% | 5% | 0% | -2%
CN1CCN(c2ccc(N)cc2Cl)CC1 | 1.2% | -1% | -6% | · | 0%
OCCN(Cc1ccccc1)Cc1ccc(Cl)cc1Cl | 1.1% | 12% | 3% | 7% | 7%
CCC(=O)c1ccc(OCC(=O)O)c(OC)c1 | 0.8% | 3% | 11% | -7% | 8%
COc1ccc(N2C(=O)NC(NC(=O)C(C)(C)C)(C(F)(F)F)C2=O)cc1 (stereo not drawn) | 0.6% | 2% | -8% | 4% | -5%
O=[N+]([O-])c1ncccc1Oc1nc(-c2cccnc2)nc2ccccc12 | 2.7% | <0.2µM* | 8% | -6% | 0.73µM*
COC(=O)c1sccc1NC(=O)C1CCCCC1C(=O)O (stereo not drawn) | 0.6% | 2% | 5% | -4% | -4%
COc1ccc2oc(=O)c(C(=O)N3CCN(C(=O)c4ccccc4)CC3)cc2c1 | i | 4% | 13% | 7% | -5%
O=C(Cn1cnnn1)Nc1cccc([N+](=O)[O-])c1 | 0.5% | 1% | -2% | -1% | -3%
COc1ccc(CCNC(=O)C2CCC(=O)N(CC3CCCCC3)C2)cc1 (stereo not drawn) | 1.4% | · | · | 16% | ·
More results:
SMILES | inhibitors of VEEV | H37Rv inhibition | PhoP GFP inhibition | H1N1 NS1A inhibition | M. tuberculosis | others
CCOC(=O)c1sc2nc(CC(=O)OC)nc(NCc3ccc(Cl)cc3)c2c1C | 2.5% | 5% | 0% | 2% | -1%
O=C(COC(=O)CCNS(=O)(=O)c1ccc(Cl)cc1)Nc1ccccc1OC(F)F | 2.2% | · | · | -14% | ·
COc1ccc(N2CCN(CCNC(=O)c3ccc4c(c3)[nH]c(=S)n3c5ccccc5nc43)CC2)cc1 | i | 6% | 1% | 2% | -6%
OCc1ccnc2oc3ccccc3c12 | 0.5% | -1% | 1% | 0% | 3%
Cn1ccs/c1=N\S(=O)(=O)c1ccc(F)cc1 | 1.2% | 2% | 9% | -1% | -5%
Cc1ccc(-c2csc3n[nH]c(=S)n23)cc1 | 0.9% | 12% | -7% | 9% | -11%
